# Compound activity as filed in PubChem.
# Hck-Nef inh – human Hck-Nef kinase inhibition. inhibition, % at 20 µM. Recombinant Hck-YEEI plus Nef, Z-Lyte FRET kinase assay. actives 0.68% (n = 220,000);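 active = Hck-Nef kinase inhibition above about 50%, limit read from the data; inactive = inhibition below that limit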;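 also: 0% = DMSO with Hck plus Nef and 100% = Hck alone without Nef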
# Target sequence (P08631 whole entry, looked up): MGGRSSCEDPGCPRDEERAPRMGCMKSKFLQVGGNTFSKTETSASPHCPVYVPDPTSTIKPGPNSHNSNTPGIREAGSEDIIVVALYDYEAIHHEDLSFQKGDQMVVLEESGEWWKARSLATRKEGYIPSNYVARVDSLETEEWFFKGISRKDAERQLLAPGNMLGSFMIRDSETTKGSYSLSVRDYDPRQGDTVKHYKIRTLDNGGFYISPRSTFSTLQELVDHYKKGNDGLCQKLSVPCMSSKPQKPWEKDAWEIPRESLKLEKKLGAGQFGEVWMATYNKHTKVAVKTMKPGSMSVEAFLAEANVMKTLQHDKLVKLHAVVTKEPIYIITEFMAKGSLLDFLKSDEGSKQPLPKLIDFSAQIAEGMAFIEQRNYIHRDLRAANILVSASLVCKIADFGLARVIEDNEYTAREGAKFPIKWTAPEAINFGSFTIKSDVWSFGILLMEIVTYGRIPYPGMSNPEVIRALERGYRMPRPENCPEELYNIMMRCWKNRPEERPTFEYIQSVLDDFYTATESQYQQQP
# 14-3-3 Bad PPI – disrupts binding of bovine 14-3-3 zeta to phospho-Bad peptide | inhibition, % at 21.7 µM | P63103 | TR-FRET 14-3-3zeta/Dy647-pBad peptide displacement, 1 h | actives 0.71% (n = 220,000);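 active = inhibition above about 70%, limit read from the data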;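 also: 0% = full 14-3-3 plus peptide FRET controls and 100% = background without 14-3-3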
# EBV gp42 inh – blocks Epstein-Barr virus glycoprotein 42 binding; actives 0.42% (n = 220,000); inhibition, % (tested at 21.74 µM); Fluorescence polarization binding assay, mP read-out; Q1HVG2; in the data active = inhibition above about 50%
# NCF1 inh – blocks human p47phox regulatory protein of NADPH oxidases. inhibition, % at 24.7 µM. P14598. p47phox/p22phox peptide binding, fluorescence polarization, 2 h. actives 0.53% (n = 220,000);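 active = inhibition above about 30%, limit read from the data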;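 also: 0% = p47phox with labelled peptide and 100% = labelled peptide alone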
# TbHK1 inh – blocks Trypanosoma brucei hexokinase 1 activity | recombinant TbHK1, G6PDH-coupled NADH A340 | inhibition, % at 10 µM | actives 0.11% (n = 220,000) | AID 1430;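 active = inhibition of 50% or more in the single-dose primary screen; inactive = inhibition below 50%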
# Runt-SMMHC FRET – blocks binding of human RUNX1 Runt domain to CBFb-SMMHC | Cerulean-Runt/Venus-CBFb-SMMHC FRET ratio 530/480, 1 h | inhibition, % at 20 µM | AID 1434 | Q01196+Q13951 | actives 0.74% (n = 220,000);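 active = mean inhibition across duplicate retests at 20 µM reaching about 50%, limit read from the data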;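 also: 0% = DMSO wells and 100% = wells with excess untagged CBFb-SMMHC; inhibitors lower the FRET ratio by blocking Runt binding to CBFb-SMMHC; some results filed as inactive read as strong as hits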
# MDM2 E3 inh – blocks human Mdm2 ubiquitin ligase activity. Q00987. cell-based MDM2 ubiquitination luciferase reporter, 2 h; 0 = plate control, 100 = twice control, blank-subtracted. signal enhancement, % at 5 µM. actives 0.11% (n = 210,000). AID 1230;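 active = signal enhancement of 30% or more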;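 also: luminescence tracks abundance of the self-degrading MDM2-luciferase fusion protein; higher signal means inhibition of MDM2 E3 ligase activity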
# Target sequence (Q00987 whole entry, looked up, the tested form may be a part): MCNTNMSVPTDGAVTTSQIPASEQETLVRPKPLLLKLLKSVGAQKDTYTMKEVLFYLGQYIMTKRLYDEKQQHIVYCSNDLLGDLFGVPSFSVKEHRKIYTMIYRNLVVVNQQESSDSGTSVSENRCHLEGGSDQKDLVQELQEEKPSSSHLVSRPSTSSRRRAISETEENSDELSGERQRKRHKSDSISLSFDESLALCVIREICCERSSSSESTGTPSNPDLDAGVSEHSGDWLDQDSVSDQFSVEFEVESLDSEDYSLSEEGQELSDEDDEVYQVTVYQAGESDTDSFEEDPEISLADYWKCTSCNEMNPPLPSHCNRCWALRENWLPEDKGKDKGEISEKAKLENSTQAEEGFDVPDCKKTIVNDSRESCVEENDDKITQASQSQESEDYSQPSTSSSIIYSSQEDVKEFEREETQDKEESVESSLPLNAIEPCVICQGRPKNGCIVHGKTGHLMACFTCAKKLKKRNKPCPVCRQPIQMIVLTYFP
#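 Assay system: stable mammalian line carrying autodegrading MDM2–luciferase fusion reporter; amount: 2000 cells seeded into each well; buffer or medium: DMEM; benchmarks: plate control and blank wells; signal: luciferase luminescence; timing: 2 h compound exposure at 37 °C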
# L929 necroptosis – L929 zVAD cell death inhibition; L929 zVAD necroptosis rescue, ATP luminescence, 24 h; with zVAD 60 µM; actives 0.38% (n = 220,000); viability rescue, % at 10 µM;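 active = activation, scaled between plate controls, above about 75%, limit read from the data; inactive = activation under that limit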;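 also: 0% = zVAD with DMSO and 100% = DMSO alone without zVAD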
# Runt-CBFb FRET – blocks binding of human RUNX1 Runt domain to CBFb | Q01196+Q13951 | inhibition, % at 20 µM | Cerulean-Runt/Venus-CBFb FRET ratio 530/480, 1 h | actives 0.46% (n = 220,000);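 active = inhibition over about 50% at 20 µM in the single-dose screen, limit read from the data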;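 also: 0% = DMSO wells and 100% = excess unlabeled CBFb competitor control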
#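 Assay system: Cerulean-tagged RUNX1 Runt domain (FRET donor) fusion protein / Amount: 100 nM each of Venus-CBFb and Cerulean-Runt domain / Medium: Tris buffer pH 7.5 with salts and BSA / Also added: Venus-CBFb 100 nM / Schedule: 1 h complex formation plus 1 h compound treatment, room temperature / Signal: FRET fluorescence / Read-out: loss of energy transfer signal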
# Numbers without * were called inactive; / = not tested or not shown; [ ] = another dose, or the depositor's remark.
# Each structure is followed by: Hck-Nef inh	14-3-3 Bad PPI	EBV gp42 inh	NCF1 inh	TbHK1 inh	Runt-SMMHC FRET	MDM2 E3 inh	L929 necroptosis	Runt-CBFb FRET
O=C(Nc1ccccc1O)c1nc(Cl)ccc1Cl
 : 18	-9	-14	-11	2	3	-9	-0.5	1
COc1ccc(-c2noc(CSc3nc(N)c(-c4ccccc4)c(=O)[nH]3)n2)cc1OC
 : 0	12	-9	-10	7	-15	-15	0.0	-2
O=C(CSc1nc(-c2ccco2)cc(C(F)(F)F)n1)NCCCn1ccnc1
 : 17	-9	-7	-3	-38	-6	-2	0.4	2
CC1(C)NC(=O)N(CC(O)CN2CCCCC2)C1=O (stereo not given)
 : 1	-8[fluorescence artefact?]	-22	-12	6	-2	1	-0.2	2
CN(C)C(=O)c1cc(-c2ccccc2)no1
 : 3	-2	9	-9	1	4	-2	0.6	2
CC(C)Oc1ccc(NC(N)=O)cc1
 : -3	-4[fluorescence artefact?]	-2	-11	-2	0	6	0.9	-2
CC(=O)c1ccc(S(=O)(=O)Nc2ccc(C(=O)NCC(c3ccccc3)N(C)C)cc2)cc1 (stereo not given)
 : 23	-2	-5	-5	-6	0	-8	2.5	-2
O=C(Nc1nnc(-c2ccncc2)o1)c1ccccc1
 : 17	-4	-12	-23	-25	0	-1	1.1	0
Cc1sc2ncn3c(C)nnc3c2c1C
 : 2	4	-14	2	-3	-2	-5	-0.2	-1
COc1cccc(S(=O)(=O)N2CCN(C(=O)c3ccco3)CC2)c1
 : 26	-12	-3	3	-5	-1	-19	2.1	-2
Cc1cccc(-n2cnc(C(=O)O)c2)n1
 : 20	1	-13	-3	-4	2	-95	0.8	-1
COc1cccc(NC(=O)C(NC2CCCC2)c2ccccc2)c1 (stereo not given)
 : -1	4[fluorescence artefact?]	-13	-13	9	1	-1	0.6	0
O=c1cc(CSc2nnc(COc3cccc4ccccc34)o2)c2ccccc2[nH]1
 : 25	14	-21	-22	-14	-5	/	1.1	2
CCC(=O)c1ccc(OCC(O)Cn2nc(C)c(C(C)=O)c2C)cc1 (stereo not given)
 : -23	-2	6	1	6	4	-21	0.6	0
Nn1c(SC/C=C/c2ccccc2)nnc1-c1cccnc1
 : 0	-30	4	5	-2	-6	-6	0.3	1
Cc1noc(C(=O)Nc2ccc3c(c2)OCO3)c1Cl
 : 18	0[fluorescence artefact?]	-4	0	-18	-2	-20	0.8	/
CN(C)C(=S)Nc1ccc2c(c1)OCCO2
 : 16	2	-15	-19	-4	5	-7	1.1	2
Cc1ccc(CONC(=O)c2ccccc2)cc1
 : 21	-4	2	-8	-7	5	/	-0.6	2
O=C(Nc1nnc(C2CC2)s1)c1ccco1
 : 28	-3	-13	-9	-13	-3	-14	0.9	0
CNc1nc(OC)nc(N2CCOCC2)n1
 : 7	5[fluorescence artefact?]	-25	-15	4	6	0	-0.6	-2
CC(=O)c1ccc(NC(=O)c2ccc(NC(=O)CCS(=O)(=O)c3cccs3)cc2)cc1
 : 19	-11	-17	-9	0	-1	-4	11	1
O=C(CSc1nc(-c2ccccc2)cc(=O)[nH]1)N1CCOCC1
 : 7	-3	-24	1	7	1	-14	0.2	0
Cn1c(SCC(=O)N2CCCCC2)nnc1-c1ccc(S(=O)(=O)N2CCOCC2)cc1
 : 0	-9[fluorescence artefact?]	-13	2	-4	-5	-16	3.2	1
Cc1cc(-c2ccccc2)nc(N(C)NC(=O)c2cccc(C(F)(F)F)c2)c1S(C)(=O)=O
 : 0	2	-22	-5	-1	1	-16	-0.3	1
O=C(CS(=O)(=O)c1ccc(C(F)(F)F)cn1)NNC(=O)c1ccccc1
 : -4	5	-4	-3	1	0	0	1.0	0
Cc1ccc(S(=O)(=O)CCC(=O)OCC(=O)Nc2cc(C)on2)cc1
 : 3	-9	-6	2	6	-2	-1	-0.1	0
O=C(Nc1nc(-c2ccccc2)cs1)c1ccc(S(=O)(=O)N2CCc3ccccc32)cc1
 : -13	-6	-7	-31	-4	2	/	/	-1
CCn1nccc1C(=O)Nc1cc(Cl)ccc1Cl
 : 5	16	-1	2	3	-6	1	-1.2	0
Cc1[nH]c2ccccc2c1N=Nc1ccc(F)cc1
 : 21	-18	2	-18	-1	-2	-9	1.1	0
CC(=O)c1cc(-c2ccccc2)n(CC(=O)N2CCC(N3CCCCC3)CC2)c1C
 : 1	10[fluorescence artefact?]	1	-17	4	-1	-18	0.5	0
Cc1ccc(NC(=O)CCC(=O)N/N=C/c2cccs2)cc1
 : 1	86*	-1	-119	-7	-5	-10	0.4	/
Cc1cccc(N=Nc2cnc(N)s2)c1
 : 15	-3	-7	-11	-7	-4	-12	0.2	-2
N#Cc1ccsc1NC(=O)CN1CCN(c2ccccc2)CC1
 : 6	-13[fluorescence artefact?]	-33	-24	5	0	15	1.1	-1
COc1ccc(C(=O)Nc2ccc3nc(N4CCCCC4)cc(C)c3c2)cc1OC
 : 4	-17[fluorescence artefact?]	-13	-23	-14	2	-4	31	-2
COc1ccccc1NC(=S)N(CCCN1CCOCC1)Cc1cccs1
 : 19	-14	-12	-2	3	0	14	4.7	0
Cc1cccc(-n2c(N)cc(=O)[nH]c2=S)c1C
 : 0	3[fluorescence artefact?]	-16	-3	-5	2	-19	0.2	2
O=C(c1cc(C2CC2)on1)N1CCN(C(c2ccccc2)c2ccccc2)CC1
 : 21	3	-1	-14	0	0	-18	1.2	-1
COc1ccc(OC)c2sc(NC(=O)c3ccc(Cl)s3)nc12
 : 4	23	-2	-6	-10	-1	-8	-0.1	4
O=C1c2ccccc2N2C(=O)c3ccccc3C2N1Cc1ccco1 (stereo not given)
 : 0	-4	2	-1	3	6	-8	0.6	4
CC(C)N(C(=O)CSc1nnc(-c2cc3ccccc3cc2O)n1Cc1ccco1)C(C)C
 : 4	-5	-8	3	-4	16	-20	-0.1	27
CCNc1nc(SCC(=O)OC)nc(N(C)C)n1
 : 27	-3	-4	4	-3	4	-17	2.2	-1
O=C1CC(c2ccccc2Br)c2cc3c(cc2N1)CCC3 (stereo not given)
 : 23	-6	-13	2	-2	4	-10	0.6	-1
COC(=O)c1ccc(Nc2cc(C)nc3nc(C)nn23)cc1
 : -10	-4	-21	1	-14	-7	/	/	0
O=C(/C=C\c1cn(-c2ccccc2)nc1-c1ccc2c(c1)OCCO2)N1CCOCC1
 : 20	-8	0	-14	-18	-2	5	42	-1
Cc1cc(N=Nc2c(O)c3ccccc3[nH]c2=O)ccc1N=Nc1ccc(C(=O)N(C)C)cc1
 : 28	1	-6	-6	-17	11	/	-0.1	-4
COC(=O)Nc1c(C(=O)OC)cc(OC)c(OC)c1OC
 : 0	-4	-11	0	1	-1	-13	-0.2	0
COc1ccc(S(=O)(=O)NCc2ccc(F)cc2)cc1OC
 : 4	0	-6	-22	-3	0	-13	0.2	0
COc1ccc(CCC(=O)OCC(=O)c2cccc(OC)c2)cc1
 : 8	-3	-1	-1	-1	-2	-27	1.2	-2
Cc1cccc(NC(=O)CN2C(=O)c3ccccc3C2=O)c1C
 : 28	-4	-8	-6	5	-2	-9	-0.9	1
CCOCCCNC(=S)N1CCCN(c2nc3c(C)c(C)ccc3cc2C#N)CC1
 : 18	-14	-14	-27	0	/	-9	-0.4	/

# The list goes on.
# Each structure is followed by: Hck-Nef inh	14-3-3 Bad PPI	EBV gp42 inh	NCF1 inh	TbHK1 inh	Runt-SMMHC FRET	MDM2 E3 inh	L929 necroptosis	Runt-CBFb FRET
COC(=O)CSc1nc(NC(C)C)nc(N2CCOCC2)n1
 : 15	-2[fluorescence artefact?]	0	-12	50	-4	-9	0.7	-1
COc1ccc(N/C=C/C(=O)C(C)(C)C)cc1
 : 13	-5	-2	-1	-4	1	-26	-0.7	1
COc1ccc(C(=O)COC(=O)CN2C(=O)NC(C)(C)C2=O)cc1OC
 : -2	8	-21	-12	-5	3	-51	-0.1	0
Cc1ccc(CNC(=O)c2ccc3c(c2)NC(=O)C(N2CCOCC2)S3)cc1 (stereo not given)
 : 9	2	-3	-10	5	-1	4	0.3	-2
COc1ccc(CNC(=O)Cn2c(=O)oc3ccccc32)cc1OC
 : 1	-10	-26	0	-9	-9	-15	0.3	-1
COc1ccc(/C(C)=N/N=C(\C)c2ccc(OC)cc2OC)c(OC)c1
 : 5	-2	-15	-7	2	0	-23	1.3	-5
CC(OC(=O)c1cccnc1Cl)C(=O)Nc1ccc2c(c1)OCCO2 (stereo not given)
 : 20	-6	2	-2	5	0	-6	2.3	-1
CCOC(=O)c1c2ccc(OCC(=O)N/N=C/c3ccccc3C(F)(F)F)cc2n2ccccc12
 : 8	14	4	28	-10	-15	4	1.0	-2
O=C(O)c1ccccc1C(=O)NCCc1ccc(Cl)cc1
 : 30	-10	2	-6	-1	-1	-6	3.0	2
COc1cc([N+](=O)[O-])ccc1NC(=O)C[n+]1ccccc1
 : 3	3	-19	-8	-112	3	-15	-0.3	0

# Entries of single compounds from above. Screens in order: Hck-Nef inh	14-3-3 Bad PPI	EBV gp42 inh	NCF1 inh	TbHK1 inh	Runt-SMMHC FRET	MDM2 E3 inh	L929 necroptosis	Runt-CBFb FRET
# COC(=O)CSc1nc(NC(C)C)nc(N2CCOCC2)n1 reads 15	-2[fluorescence artefact?]	0	-12	50	-4	-9	0.7	-1
# COc1ccc(/C(C)=N/N=C(\C)c2ccc(OC)cc2OC)c(OC)c1 reads 5	-2	-15	-7	2	0	-23	1.3	-5

# Later entries.
# Each structure is followed by: Hck-Nef inh	14-3-3 Bad PPI	EBV gp42 inh	NCF1 inh	TbHK1 inh	Runt-SMMHC FRET	MDM2 E3 inh	L929 necroptosis	Runt-CBFb FRET
CCOC(=O)c1ccc(NC(=O)CN2C(=O)C(CC)SC(CC)C2=O)cc1 (stereo not given)
 : 2	7	10	0	7	3	-10	0.3	-1
CS(=O)(=O)N(Cc1ccc(C(=O)NC2CCCC2)cc1)c1ccccc1
 : 9	13	8	4	4	-1	-9	-0.7	3
COc1ccc(OC)c(-c2cc(C(=O)Nc3c(C)nn(Cc4ccccc4C)c3C)no2)c1
 : 11	2	-2	-7	-19	0	-2	2.2	-3
CCC(=O)NCC(c1ccco1)N1CCN(c2ccc(OC)cc2)CC1 (stereo not given)
 : 18	-16	2	-1	4	-3	-10	1.9	0
Cc1ccc(C)c(N(C(=O)CS(=O)CC(=O)Nc2ccc3c(c2)OCO3)C(C)C(=O)NC2CCCC2)c1 (stereo not given)
 : 16	-3[fluorescence artefact?]	-4	-1	5	1	0	-0.9	-6
O=P(O)(O)CCP(=O)(c1ccccc1)c1ccccc1
 : 2	52[fluorescence artefact?]	-4	-7	32	0	-5	-0.6	0
Cc1cc(NS(=O)(=O)c2ccc(NC(=S)NC(=O)c3ccc(F)cc3)cc2)no1
 : 3	-10	-7	-17	31	-2	-15	0.1	4
COc1ccc(N2C(=O)CNC2=S)cc1
 : 3	-3	1	41*	-2	-3	/	0.8	1
COc1ccc(C(=O)Nc2cc(=O)[nH]c3ncnn23)cc1
 : 9	2	-5	-24	2	-1	-2	0.9	1
CCOC(=O)C(C)Sc1nc(-c2ccccc2)nc2ccccc12 (stereo not given)
 : 21	-1	-12	-9	-4	-5	1	2.1	5
O=C1c2ccccc2C(O)(Cc2ccccc2)N1Cc1ccco1 (stereo not given)
 : -1	5	-12	-12	-1	2	-4	0.0	5
CCOC(=O)c1c(CN2CCN(CCO)CC2)n(-c2ccccc2)c2cc(Br)c(O)cc12
 : 9	5	-13	-14	-32	2	-5	0.8	5
